# D1 antagonist = blocks dopamine activation of the human D1 receptor | 360,000 tested, 3.2% active | activity change, negative = inhibition, % at 10 µM | HEK293 TREx D1 cells, calcium flux, dopamine EC80; active compounds read low; in the data active = activity change below about -30%; also: % is scaled to controls: 0 for no effect and ±100 for the full control effect
#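 Antagonism measured as reduced calcium response to an EC80 dopamine addition following 180 s compound pre-read; cells were inducible HEK293 Trex D1 plated overnight at 30 C, read kinetically at 1 cycle/sec.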
# D2 PAM = D2 dopamine receptor (human) potentiation. P14416. HEK293 T-REx D2, calcium flux, EC20 dopamine potentiation. potentiation, % at 10 µM. 340,000 tested, 0.34% active;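 active = potentiation over 3 SD above the plate norm, cut at about 30% in these data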; also: 0% is about no effect
#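 Potentiation of an EC20 dopamine calcium response measured kinetically over 180 s, after a preceding 180 s compound-only read flagging agonists. Cells: inducible Hek293 Trex D2 line, 4000/well, cultured overnight at 30 C before dye loading.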
# Anesthetic bind = binds horse apoferritin like a general anesthetic | AID 485281 | apoferritin/1-aminoanthracene competitive binding, fluorescence | Potency, µM (doses to about 77.5 µM), for inactives: at the top dose activity change, negative = displacement, most hits filed as inhibitors | P02791 | 350,000 tested, 0.074% active; also: potency is read from the fitted curve at half-maximal effect; % is scaled to controls: 0 for no effect and ±100 for the full control effect; nearly all actives have a fitted effect of over 20% in size
# Target sequence (P02791 2-175 limits assumed): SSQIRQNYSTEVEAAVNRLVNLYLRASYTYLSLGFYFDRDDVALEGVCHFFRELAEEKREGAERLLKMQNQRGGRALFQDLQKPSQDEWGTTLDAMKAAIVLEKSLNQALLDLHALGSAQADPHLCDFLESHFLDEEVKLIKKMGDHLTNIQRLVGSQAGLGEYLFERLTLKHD
#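 Horse-spleen apoferritin (10 uM) in 50% saturated 1-aminoanthracene in PBS was incubated 10 min at room temperature with compound. Fluorescence (ex 380, em 535 nm) was normalized to free and bound 1-AMA, with concentration-response fitted by a four-parameter Hill equation.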
# RXFP1 antag = blocks the human relaxin receptor RXFP1 | Q9HBX9 | HEK293-RXFP1, relaxin-stimulated cAMP HTRF, 30 min; active compounds read low | activity change, negative = inhibition, % at 57.5 µM | 350,000 tested, 0.59% active | AID 1259400;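 active = activity change of -60% or lower, but not beyond a set lower limit; inconclusive = change between -60% and -40%, or beyond the set limit; inactive = change above -40%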; also: % is scaled to controls: 0 for no effect and ±100 for the full control effect
# Target sequence (Q9HBX9 whole entry, looked up): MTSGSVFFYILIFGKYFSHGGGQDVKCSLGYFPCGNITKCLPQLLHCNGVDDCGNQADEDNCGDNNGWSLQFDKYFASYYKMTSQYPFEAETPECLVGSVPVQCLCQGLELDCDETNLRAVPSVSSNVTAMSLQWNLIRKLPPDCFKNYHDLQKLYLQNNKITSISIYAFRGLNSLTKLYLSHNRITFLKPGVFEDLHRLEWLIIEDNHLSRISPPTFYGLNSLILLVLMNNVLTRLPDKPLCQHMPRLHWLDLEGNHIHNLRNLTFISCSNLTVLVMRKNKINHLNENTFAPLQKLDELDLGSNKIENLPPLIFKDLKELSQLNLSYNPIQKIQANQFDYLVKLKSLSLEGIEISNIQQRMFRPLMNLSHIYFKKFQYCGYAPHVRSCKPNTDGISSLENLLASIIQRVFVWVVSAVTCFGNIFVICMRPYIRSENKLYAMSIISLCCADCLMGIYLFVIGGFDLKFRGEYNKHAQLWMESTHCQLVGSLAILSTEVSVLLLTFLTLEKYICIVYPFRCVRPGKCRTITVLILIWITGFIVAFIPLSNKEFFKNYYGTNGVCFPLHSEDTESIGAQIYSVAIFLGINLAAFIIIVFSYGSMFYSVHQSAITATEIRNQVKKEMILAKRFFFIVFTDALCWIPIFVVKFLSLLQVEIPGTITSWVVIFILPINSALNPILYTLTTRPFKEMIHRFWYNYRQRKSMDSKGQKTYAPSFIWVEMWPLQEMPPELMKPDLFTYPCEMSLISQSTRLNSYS
# RXFP1 agonist = RXFP1 (human) receptor agonism. Potency, µM (titrated, usually from 57.5 µM), without a hit: top-dose activation, usual class: activators. HEK293T-RXFP1 cAMP TR-FRET, 30 min; response scale: percent of porcine relaxin response, buffer zero. AID 2676. 370,000 tested, 0.3% active. Q9HBX9; also: potency is read from the fitted curve at half-maximal effect; % is scaled to controls: 0 for no effect and ±100 for the full control effect; nearly all actives have a fitted effect of over 60% in size; many of its hits are not listed in these tables
#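 HEK293T cells stably expressing RXFP1 were pretreated with the PDE4 inhibitor Ro 20174, exposed to compounds for 30 min at 37C, lysed, and cAMP was read by TR-FRET. Data normalized to buffer (basal) and 29 nM porcine relaxin (100%).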
# TRHR PAM = TRH receptor (human) allosteric enhancement; P34981; TRHR cells, fluo-8 calcium fluorescence, EC20 TRH enhancement; enhancement, % at 2 µM; 360,000 tested, 0.66% active; in the data active = enhancement above about 30%; also: 0% is about no effect
#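 Enhancer read-out: after compound pinning and an initial kinetic agonist-mode read, an EC20 of TRH (10 nM final) was injected and fluo-8 calcium signal (Ex 480/Em 530) followed at 1 s/cycle for 100 cycles in TRHR-expressing cells.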
# D1 agonist = agonists of human D1 dopamine receptor. P21728. HEK293 T-REx D1 cells, calcium flux, agonist mode. activation, % at 2 µM. 360,000 tested, 1% active. AID 504660; in the data active = activation above about 30%; also: 0% is about no effect
#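 Inducible HEK293 T-REx D1 cells, force-coupled to calcium signalling, were plated at 4000 cells/well with tetracycline and held overnight at 30 C. After no-wash calcium dye loading, compound-evoked calcium rise over 180 s flagged agonists.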
# D1 potentiator = enhances dopamine response at the human D1 receptor; HEK293 TREx D1 cells, calcium flux, dopamine EC20 potentiation; potentiation, % at 10 µM; AID 504651; 360,000 tested, 0.036% active; P21728; in the data active = potentiation above about 30%; also: 0% is about no effect
# TRHR ag = activates the human TRH receptor; P34981; TRHR cells, calcium flux fluo-8, FDSS agonist mode; activation, % at 2 µM; 360,000 tested, 0.18% active; AID 493084; in the data active = activation above about 30%; also: 0% is about no effect
#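 Fluo-8-loaded TRHR cells; 10 s baseline, compound added, kinetic Ca2+ fluorescence read 1/s, agonist mode.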
# An asterisk follows results filed as active; ? = inconclusive; . = no result given; & = joins results of further samples; [ ] = remark or other dose. Unless noted, calls follow the shape of the dose curve; as a rule, active = well fitted curve in the direction sought with a large enough effect; inconclusive = small, poorly fitted or top-dose-only effect, or another doubt; inactive = no such curve, though single readings can be large; an effect the other way counts as inactive or inconclusive. Not all compounds are listed, so the mix of outcomes need not match the whole.
# Below each compound – D1 agonist	RXFP1 agonist	Anesthetic bind	D1 potentiator	D2 PAM	TRHR ag	D1 antagonist	TRHR PAM	RXFP1 antag
Cc1cc(C)c(-c2csc(-c3cc4ccccc4oc3=O)n2)cc1C
→ 1.3	6.0%	52.9%[activator]	0.4	-5.0	2.4	-2.1	1.3	2.7
CCCCNC(=O)c1cc(-c2ccc(OC)c(OC)c2)on1
→ 0.1	-1.2%	1.1%	-0.9	1.4	-0.3	-13.6	2.6	3.9
Cc1ccc(C(=O)C2CCN(S(=O)(=O)c3ccccc3C(=O)O)CC2)cc1
→ 1.5	1.7%	-8.8%	-0.8	-3.5	-0.1	-0.3	19.3	15.7
COc1ccccc1CNC(=O)c1cccs1
→ 1.4	2.5%	-19.1%	-7.0	-12.0	0.0	-8.8	3.9	-0.5
COc1ccc(OC)c(NC(=O)CSc2c3c(nc4ccccc24)CCCC3)c1
→ 0.5	8.0%	?	2.3	0.7	1.1	1.3	-2.5	-12.8
CCc1ccc(NC(=O)N(CCN2CCOCC2)Cc2ccc3c(c2)CCCN3CC)cc1
→ 1.5	-0.3%	-7.8%	-5.4	17.1	-0.9	-9.3	19.3	-6.4
CC1CCCN(CC(=O)Nc2cc(Cl)ccc2Oc2ccccc2)C1 (centres undefined)
→ 4.6	-3.4%	-2.3%	4.7	8.1	0.1	48.3	-1.6	-21.7
CCOC(=O)c1[nH]c(C)c(C(=O)Nc2cc(OC)ccc2OC)c1C
→ 3.0	1.6%	-0.3%	-1.4	.	-0.1	-0.3	1.3	-8.5
Cc1ccc(C)c(N(CC(=O)NC2CCCCC2)C(=O)CCC(=O)Nc2ccccn2)c1
→ 2.2	0.1%	-1.4%	3.6	10.6	0.0	-8.1	1.5	.
CCOc1cc(C(=O)OCC(=O)Nc2ncc(Cl)c(C)c2Cl)ccc1OCC(=O)N1CCOCC1
→ -0.7	2.7%	-13.5%	-2.2	-2.6	0.4	-12.1	-0.4	-6.4
COCCCNCCCCSc1ccc(Cl)cc1
→ 4.8	2.6%	-15.0%	-6.0	-19.8	0.7	-10.8	3.7	3.1
CCS(=O)(=O)c1nc(S(=O)(=O)c2ccc(Cl)cc2)c(N2CCN(CCO)CC2)s1
→ 0.9	?	-4.8%	0.3	-19.1	0.3	5.2	-4.1	2.2
Cc1ccccc1Nc1scc(-c2ccc(Br)cc2)[n+]1-c1ccccc1C
→ 3.2	0.5%	4.4%	2.8	4.9	0.3	10.3	5.7	-3.6
CCCCNC(=O)Cn1cnc2sc(C)c(S(=O)(=O)N3CCN(c4ccccc4OC)CC3)c2c1=O
→ -1.0&1.7	0.6%&-2.0%	2.7%&-2.2%	-8.4&-0.8	14.0	-0.2&-0.2	0.5&1.5	-0.8&0.2	11.6&1.8
O=C(Cn1cc(C(=O)COc2ccccc2)c2ccccc21)NCc1ccco1
→ 3.3	0.4%	-20.3%	0.7	1.9	0.6	10.3	2.3	-8.5
Cc1cc(NCc2ccccn2)n2nc(C)c(-c3ccc(Cl)cc3)c2n1
→ 1.5	2.4%	-4.6%	-3.5	1.8	-1.4	4.5	1.8	-12.5
COc1ccccc1NC(=O)Cn1c(=O)n(CCCCCC(=O)NCc2ccccc2)c(=O)c2sccc21
→ 1.7	?	-3.3%	-0.5	2.0	-0.8	6.9	2.8	-2.1
CCOC(=O)N1CCC(O)(c2cc(C)c(C)cc2C)CC1
→ 0.2	0.8%	-2.8%	-6.4	5.1	-0.3	12.6	1.3	-12.3
C=CCNC(=S)N1CCc2[nH]c3ccccc3c2C1
→ 1.2	-1.8%	-5.7%	-9.2	-5.1	-0.4	-23.2	1.2	2.0
COc1cc([C@@H]2CC=C(C(=O)O)[C@H](c3ccccc3F)N2S(=O)(=O)c2ccc(C)cc2)cc(OC)c1OC
→ 0.6	1.2%	.	-4.2	3.9	0.2	-3.0	-4.1	.
Nc1ccccc1N1CCN(C(=O)c2ccccc2)CC1
→ 2.5	0.6%	0.2%	-4.8	2.9	-0.3	-1.4	0.5	-7.2
Cc1cccc(NC(=O)CCn2c(=O)oc3ccccc32)c1
→ 2.2	0.1%	5.3%	-9.4	0.0	-0.1	-4.8	0.5	-14.1
Nc1ccccc1-n1cccc1
→ 0.2	0.4%	-13.0%	-0.6	8.3	0.2	8.5	0.8	23.1
CCOc1ccccc1C(=O)NCCCN1CCN(CCCNC(=O)c2ccccc2OCC)CC1
→ 0.1	-0.2%	-6.5%	-0.2	-44.0	0.2	-3.1	-8.4	-9.6
O=c1cc(O)n(-c2ccc(F)cc2)c(=S)[nH]1
→ 1.6	2.4%	-16.9%	0.4	7.0	0.2	-13.5	4.9	-7.0
CC(C)NC(=O)CCCc1ccccc1
→ 2.2	-1.0%	-6.9%	-1.6	9.6	0.4	-4.2	-4.3	5.8
CC(=O)c1ccc(NC(=O)Cc2cccs2)cc1
→ 0.4	-1.6%	-20.1%	1.2	-0.5	0.3	-8.7	22.0	-11.2
O=C(Nc1ccccc1F)C1CCCN1S(=O)(=O)c1ccc(Cl)cc1 (centres undefined)
→ 0.1	1.2%	.	-5.4	-1.8	1.1	4.5	-3.5	-7.5
COc1ccc(NC(=O)CN(C)C(=O)C(C)N2C(=O)c3ccccc3C2=O)cc1 (centres undefined)
→ 0.8	0.1%	.	-8.8	-6.3	0.1	1.5	-8.4	4.5
COc1ccc(/C(C)=N/N=C2/NC(=O)CC(C(=O)O)S2)cc1F (centres undefined)
→ 1.0	0.0%	4.9%	-11.2	-17.2	0.2	-31.4*	-15.6	-1.7
COc1cc(OC)cc(-c2cc3nc(C)cc(N4CCN(C(=O)c5ccco5)CC4)n3n2)c1
→ -0.6	4.8%	43.6%[activator]	5.9	1.6	1.1	4.2	6.9	.
COc1ccc(C(C)=O)cc1CSc1nnc(Nc2ccc(C)cc2)s1
→ 1.0	-0.3%	-18.2%	-6.8	-5.7	-0.4	-8.5	-1.5	-21.3
CCc1c(C)c(C#N)c2nc3ccccc3n2c1NCC1CCCO1 (centres undefined)
→ 2.1	4.2%	-8.0%	-2.8	7.3	0.2	.	6.1	-8.1
Clc1ccc(-n2nnnc2-c2cnc(-c3ccncc3)nc2-c2cccs2)cc1
→ 3.1	-3.6%	-10.9%	-2.7	-0.3	0.6	-8.9	-8.0	-10.2
COc1ccc(-c2cc(C(=O)OC(C)C(=O)c3ccccc3)c3cccc(Cl)c3n2)cc1 (centres undefined)
→ 1.6	3.0%	3.5%	0.0	-0.8	0.2	-1.6	3.2	.
Cc1cc2nc3c(=O)n(C)c(=O)n(C)c3nc2cc1N=CN(C)C
→ 46.3*	7.9%	66.8%[activator]	-0.1	7.5	18.5	-12.2	3.1	6.3
CC(=O)SC(C)CC(=O)Nc1ccccc1 (centres undefined)
→ 6.3	-0.5%	-14.9%	5.3	5.8	1.1	-8.9	5.5	-8.4
CN(C)c1cccc(NC(=O)NC2(C)CCS(=O)(=O)C2)c1 (centres undefined)
→ -0.3	-6.8%	3.4%	1.8	-2.5	0.1	-13.7	-0.6	-8.2
COCCOC(=O)C1=C(C)N=C2SCCC(=O)N2C1c1cccc(Br)c1 (centres undefined)
→ 1.0	0.1%	-6.1%	-3.5	.	-1.1	-1.8	12.9	-2.6
O=S(=O)(NCC1CCCO1)c1ccc(Cl)nc1 (centres undefined)
→ 0.7	-0.6%	-1.9%	-1.8	-3.0	1.0	-11.2	-1.3	-10.1
COCCCn1c(=O)/c(=C\c2cccc(OC)c2OC)s/c1=C(/C#N)C(=O)Nc1ccc(C(=O)O)cc1
→ 1.8	3.8%	-13.2%	-2.8	5.8	1.7	11.0	-12.8	14.8
COC(=O)Oc1ccc(/C=N/NC(=O)CSCc2ccc(Cl)cc2)cc1OC
→ 6.3	-0.3%	-20.2%	4.2	0.2	0.1	0.1	8.6	2.9
Cc1ccc(C(=O)Nc2ccc(Br)cc2)cc1S(=O)(=O)Nc1ccccn1
→ 4.4	3.3%	-15.0%	-8.3	8.4	0.1	-9.3	-3.2	-11.0
CC(=O)Nc1nnc(SCC(=O)NC2CCCC2)s1
→ 5.6	0.2%	7.0%	1.7	-4.9	0.1	-21.4	-0.3	-6.2
CC(CN1CCCCC1)OC(=O)c1ccc(Cl)cc1 (centres undefined)
→ 2.6	-0.1%	-10.6%	5.8	-28.0	0.3	9.4	3.8	-16.7
OCCN=C1CCCc2c1[nH]c1ccc(Cl)cc21
→ 0.5	-1.8%	4.8%	-0.2	-4.4	0.2	6.3	-3.8	-4.6
COc1ccc2c(c1OC)C(=O)N1C2SC[C@H]1C(=O)NC1CC(C)(C)NC(C)(C)C1 (some centres undefined)
→ 0.5	-1.2%	-7.4%	-3.2	8.9	0.1	-15.1	-1.5	5.2
Cc1cc(NC(=O)c2ccc([N+](=O)[O-])cc2)n(CCC#N)n1
→ 0.3	0.7%	-7.3%	-5.5	.	0.3	20.0	3.7	-11.1
O=C(O)c1c(C(=O)O)c(-c2ccc(Cl)c(Cl)c2)n2c1CSC2
→ 1.0	2.5%	0.0%	-4.0	-4.9	0.1	8.3	8.8	7.4
O=C(/C=C\c1ccc2c(c1)OCO2)CC1(O)C(=O)Nc2ccccc21 (centres undefined)
→ 2.3	-2.0%	-3.5%	2.1	11.5	-0.3	-2.3	4.3	-8.5

# As a short view, some entries already given:
# Below each compound – D1 agonist	RXFP1 agonist	Anesthetic bind	D1 potentiator	D2 PAM	TRHR ag	D1 antagonist	TRHR PAM	RXFP1 antag
COc1ccc2c(c1OC)C(=O)N1C2SC[C@H]1C(=O)NC1CC(C)(C)NC(C)(C)C1 (some centres undefined)
→ 0.5	-1.2%	-7.4%	-3.2	8.9	0.1	-15.1	-1.5	5.2
Cc1cc(NC(=O)c2ccc([N+](=O)[O-])cc2)n(CCC#N)n1
→ 0.3	0.7%	-7.3%	-5.5	.	0.3	20.0	3.7	-11.1
O=C(O)c1c(C(=O)O)c(-c2ccc(Cl)c(Cl)c2)n2c1CSC2
→ 1.0	2.5%	0.0%	-4.0	-4.9	0.1	8.3	8.8	7.4
O=C(/C=C\c1ccc2c(c1)OCO2)CC1(O)C(=O)Nc2ccccc21 (centres undefined)
→ 2.3	-2.0%	-3.5%	2.1	11.5	-0.3	-2.3	4.3	-8.5
